USP7 inh: blocks human USP7 ubiquitin-rhodamine cleavage; AID 1645854; 47,000 compounds, 0.3% hits; Q93009; purified USP7, Ub-rhodamine cleavage fluorescence; inhibition, % at 20 µM
USP8 block: human USP8 deubiquitinase inhibition; purified USP8, Ub-rhodamine cleavage fluorescence, 30 min; P40818; 47,000 compounds, 4.2% hits; inhibition, % at 20 µM
USP28 block: inhibitors of human USP28 deubiquitinase; Q96RU2; purified USP28, Ub-rhodamine cleavage fluorescence, 30 min; inhibition, % at 25 µM; 47,000 compounds, 3% hits; AID 1645857
USP17 block: blocks human USP17 ubiquitin-rhodamine cleavage; A8MUK1; purified USP17, Ub-rhodamine cleavage fluorescence, 3 h; inhibition, % at 50 µM; 47,000 compounds, 6.5% hits; AID 1645855
USP30 inh: human USP30 deubiquitinase inhibition; purified USP30, Ub-rhodamine cleavage fluorescence; inhibition, % at 25 µM; 47,000 compounds, 5.3% hits
Target sequence (Q70CQ3 whole entry, looked up): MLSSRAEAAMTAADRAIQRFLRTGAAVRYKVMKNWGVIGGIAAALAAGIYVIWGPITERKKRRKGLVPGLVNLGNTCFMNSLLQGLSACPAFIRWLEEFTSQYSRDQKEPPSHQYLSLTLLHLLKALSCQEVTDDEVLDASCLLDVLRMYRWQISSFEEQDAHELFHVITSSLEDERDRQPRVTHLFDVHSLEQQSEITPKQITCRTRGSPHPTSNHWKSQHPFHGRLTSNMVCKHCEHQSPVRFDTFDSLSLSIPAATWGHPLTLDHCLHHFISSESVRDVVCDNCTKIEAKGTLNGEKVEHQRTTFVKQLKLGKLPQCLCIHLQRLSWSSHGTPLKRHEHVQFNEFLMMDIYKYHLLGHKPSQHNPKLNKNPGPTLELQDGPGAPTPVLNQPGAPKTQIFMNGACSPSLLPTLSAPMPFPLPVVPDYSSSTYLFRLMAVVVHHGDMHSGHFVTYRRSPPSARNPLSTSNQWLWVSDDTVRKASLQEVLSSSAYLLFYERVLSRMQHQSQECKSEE
UCHL1 inh: blocks human UCHL1 ubiquitin-rhodamine cleavage; P09936; purified UCHL1, Ub-rhodamine cleavage fluorescence; inhibition, % at 20 µM; 47,000 compounds, 0.2% hits; AID 1645859
Target sequence (P09936 whole entry, looked up): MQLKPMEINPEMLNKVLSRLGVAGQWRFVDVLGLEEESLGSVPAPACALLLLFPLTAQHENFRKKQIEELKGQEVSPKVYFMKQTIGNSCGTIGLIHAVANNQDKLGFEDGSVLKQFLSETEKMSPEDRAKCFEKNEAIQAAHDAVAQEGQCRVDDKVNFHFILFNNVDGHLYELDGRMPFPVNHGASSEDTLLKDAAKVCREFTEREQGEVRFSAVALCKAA
USP10 inh: blocks human USP10 ubiquitin-rhodamine cleavage. purified USP10, Ub-rhodamine fluorescence, 60 min. inhibition, % at 20 µM. 47,000 compounds, 1.1% hits
OTUD3 inh: human OTUD3 deubiquitinase inhibition | inhibition, % at 25 µM | purified OTUD3, Ub-rhodamine fluorescence, 2 h | Q5T2D3 | 47,000 compounds, 0.7% hits | AID 1645858
Starred values were filed as active, the others as inactive; · = not tested or not shown. Cut-off read from the data, not from the text of the source: active = inhibition above about 30%; inactive = the rest.

USP7 inh,USP8 block,USP28 block,USP17 block,USP30 inh,UCHL1 inh,USP10 inh,OTUD3 inh,mol
0,9,13,13,16,0,23,2,COc1ccc2c(c1)nc(C(F)(F)F)n2C1CCN(C(=O)c2cccn2C)CC1
1,-140,-16,-29,-37,-6,-9,-8,Cc1ncc(CN2CCOC(c3cccc(-c4cnc(N)nc4)n3)C2)s1 (stereo not drawn)
0,-58,0,-5,2,-3,1,-2,O=C(Nc1ccccc1O)c1cc(F)ccc1-n1cnnn1
0,-5,-7,-5,-18,-1,-1,-8,CN1[C@@H](CCC(=O)NCc2ccco2)CNC(=O)[C@@H]2[C@H]1CCN2Cc1ccc(O)cc1
7,36*,5,8,17,3,11,9,O=C(CNC(=O)c1cc(F)cc(F)c1)Nc1nc2ccccc2[nH]1
0,-15,-7,-3,-4,0,3,-3,COc1ccccc1NS(=O)(=O)c1cc(NC(=O)c2cnccn2)ccc1N1CCOCC1
-13,0,15,11,32*,0,0,16,CC1(C2CCN(c3cccc(F)c3C#N)CC2)NC(=O)NC1=O (stereo not drawn)
0,2,-3,·,0,-2,-1,-2,COc1ccc(C(=O)NCCS(=O)(=O)N2CCN(c3ncccn3)CC2)cc1OC
-7,-12,9,0,9,3,1,13,O=C1CCCC[C@]2(CN(Cc3ccccc3OC3CCCC3)C[C@H]2c2ccccn2)N1
5,-5,-8,-2,-34,4,-2,-6,CC1(C)Cc2c(C#N)c(SCc3nc4ccccc4[nH]3)nc(N3CCOCC3)c2CO1
-1,-10,-8,-15,6,0,2,-7,Cc1ccccc1S(=O)(=O)N1CCC(n2cnc3c(C)cccc3c2=O)CC1
1,-15,-4,-1,-11,-1,1,-1,CCCn1c(=O)c2sccc2n2c(CCC(=O)NCc3ccc4c(c3)OCO4)nnc12
5,14,10,52*,-11,1,8,1,Cc1ccc(NC(=O)Cn2cc(S(=O)(=O)N3CCCC3)ccc2=O)cc1
13,22,88*,74*,52*,6,22,-4,FC(F)(F)c1cccc(Nc2nc(-c3ccccn3)nc3ccccc23)c1
1,4,35*,2,15,6,11,6,Cc1ccc(Cn2c(/C=C/c3ccc(F)cc3)nc3ccccc32)cc1
-16,-4,-12,5,-26,-1,-1,-8,CCCCCN1CC(C)C(=O)Nc2ccccc21 (stereo not drawn)
2,-13,42*,31*,54*,-2,-5,-4,Cc1nc2cccnc2n1C1CCN(C(=O)c2cc3cc(Cl)ccc3[nH]2)C1 (stereo not drawn)
4,-38,8,-1,12,3,5,4,O=C(O)[C@H](NC(=O)[C@H](Cc1c[nH]c2ccccc12)n1c(=O)[nH]c2ccccc2c1=O)c1ccc(O)cc1
1,1,7,5,11,4,-2,17,O=C(c1cnco1)N1CCCC(c2ncc(Cc3cccc(F)c3)o2)C1 (stereo not drawn)
0,-3,-7,-8,-40,1,-3,-3,Cc1c(C(=O)O)nnn1-c1cccc2c1CCN(c1cnccn1)C2
5,11,3,10,35*,2,3,11,CC(C)Cn1c(=O)c2ccccc2n2c(CCC(=O)NCC3CCCO3)nnc12 (stereo not drawn)
-9,14,17,18,10,1,-3,20,COc1ccc(C(=O)Nc2nc3c(s2)CCC3C(=O)NCc2ccncc2)cc1 (stereo not drawn)
1,-1,-4,17,13,1,-2,-1,Cc1nc2c(c(C)nn2C)c(C)c1CCC(=O)Nc1ccc(F)cc1
-9,-1,62*,1,0,-2,1,-2,CC1CCN(c2cc(-n3cnc(C(=O)N4CCCC(C)C4)c3)ncn2)CC1 (stereo not drawn)
-6,-13,-51,-55,-221,-10,-4,-41,COc1cccc(NC(=O)N2CCC3(C2)Nc2cccnc2NC3=NC(C)(C)C)c1 (stereo not drawn)
-27,-26,·,-171,·,-19,-6,4,COCCNc1nc(SC)nc2sc3c(c12)CCN(C)C3
-3,-40,-6,-22,-6,-5,-5,-5,Cc1nc(-c2ncc[nH]2)cc(C2CCCCN2S(=O)(=O)N(C)C)n1 (stereo not drawn)
-2,-75,-4,-20,-11,0,0,-3,O=S(=O)(C1CC1)N1C[C@H](Oc2cccnc2)[C@H]2OCCC[C@H]21
0,-1,-18,-4,7,-2,-1,-10,COc1ccc(CNC(=O)C2CCCN(C(=O)c3[nH]c(C)cc3C)C2)c(OC)c1 (stereo not drawn)
5,-1,17,5,-19,5,2,15,O=C(O)c1cccc(S(=O)(=O)N2CCC(Cc3ccccc3)CC2)c1
-9,-7,-2,-122,-25,0,-4,0,O=C(NCCN1CCOCC1)c1cc2occc2n1Cc1ccccc1F
0,3,-1,1,7,-1,-1,-1,CN1C(=O)OC[C@@H]2CCN(C(=O)NCc3cccnc3)C[C@H]21
-7,7,15,6,-8,4,6,2,Cc1noc(-c2cnc(NCc3ccc(F)cc3)nc2-c2ccco2)c1C
-1,-3,-9,-4,-12,2,-2,-4,CCS(=O)(=O)N1CCCc2ccc(NS(=O)(=O)c3ccc(OC)c(C)c3)cc21
-5,2,-7,-17,-13,4,1,3,Cc1nc(N2CCCCC2)cc(N2CCN(C(=O)Nc3cc(Cl)ccc3C)CC2)n1
-12,1,10,0,-1,-2,1,-112,CCc1nnc2ccc(-c3noc(COc4ccccc4)n3)cn12

Reprinted from above, 10 compounds:
USP7 inh,USP8 block,USP28 block,USP17 block,USP30 inh,UCHL1 inh,USP10 inh,OTUD3 inh,mol
-3,-40,-6,-22,-6,-5,-5,-5,Cc1nc(-c2ncc[nH]2)cc(C2CCCCN2S(=O)(=O)N(C)C)n1 (stereo not drawn)
-2,-75,-4,-20,-11,0,0,-3,O=S(=O)(C1CC1)N1C[C@H](Oc2cccnc2)[C@H]2OCCC[C@H]21
0,-1,-18,-4,7,-2,-1,-10,COc1ccc(CNC(=O)C2CCCN(C(=O)c3[nH]c(C)cc3C)C2)c(OC)c1 (stereo not drawn)
5,-1,17,5,-19,5,2,15,O=C(O)c1cccc(S(=O)(=O)N2CCC(Cc3ccccc3)CC2)c1
-9,-7,-2,-122,-25,0,-4,0,O=C(NCCN1CCOCC1)c1cc2occc2n1Cc1ccccc1F
0,3,-1,1,7,-1,-1,-1,CN1C(=O)OC[C@@H]2CCN(C(=O)NCc3cccnc3)C[C@H]21
-7,7,15,6,-8,4,6,2,Cc1noc(-c2cnc(NCc3ccc(F)cc3)nc2-c2ccco2)c1C
-1,-3,-9,-4,-12,2,-2,-4,CCS(=O)(=O)N1CCCc2ccc(NS(=O)(=O)c3ccc(OC)c(C)c3)cc21
-5,2,-7,-17,-13,4,1,3,Cc1nc(N2CCCCC2)cc(N2CCN(C(=O)Nc3cc(Cl)ccc3C)CC2)n1
-12,1,10,0,-1,-2,1,-112,CCc1nnc2ccc(-c3noc(COc4ccccc4)n3)cn12

Continued.
USP7 inh,USP8 block,USP28 block,USP17 block,USP30 inh,UCHL1 inh,USP10 inh,OTUD3 inh,mol
-17,-43,-49,-72,-199,-21,-11,-51,COCCN1C[C@@H](C)[C@@]2(COCCN(C(=O)c3ccoc3)C2)C1
-2,7,19,64*,37*,0,-2,3,Cc1cccc(NC(=O)c2nn(C)c3ccccc3c2=O)c1
8,19,15,33*,28,4,12,7,CC(C)Cn1nc(C(=O)N(CCc2cccs2)Cc2cccs2)c2ccccc2c1=O
-7,8,-2,-8,-7,-2,0,-3,Cc1cc2c(cc1S(=O)(=O)NCc1cccc(Cl)c1)OCC(=O)N2
-10,1,4,-4,-1,-5,9,-1,Cc1nc2c(NC(=O)NCc3ccc(F)cc3)cccn2n1
-1,4,1,4,-2,-3,-2,1,CCN(c1ccc(OC)cc1)S(=O)(=O)N1CCCC(C(=O)NCCCN2CCCCC2)C1 (stereo not drawn)
13,53*,20,-5,-50,0,29,-19,COc1ccc(-c2cc(C(=O)NCCc3ccc(S(N)(=O)=O)cc3)c3ccccc3n2)cc1
3,20,12,18,29,0,-1,14,Cc1ccc(C)c(NC(=O)Cn2c(=O)cc(-c3nc(C)no3)c3ccccc32)c1
0,-6,2,0,5,3,-1,4,O=C(CCC(=O)N1CCOCC1)NC1C2CC3CC(C2)CC1C3 (stereo not drawn)
-1,-15,-7,-10,-4,0,0,-6,CC(C1CC1)n1nccc1NC(=O)COc1cccc(Cl)c1 (stereo not drawn)
-24,10,41*,10,6,5,1,7,COc1cc(O)sc1C=Nc1ccc(Oc2ccccc2)cc1
4,3,1,7,0,4,1,5,CCOCCCNC(=O)c1cc2c(=O)n(Cc3ccccc3)ccc2nc1C
4,15,11,9,12,2,4,4,CC1(C)CC(=O)c2cnc(N3CCc4ccccc4C3)nc2C1
-3,-120,-24,-42,-77,-4,-7,-26,O=C(Cc1ccccc1[N+](=O)[O-])Nc1ccc(N2CCOCC2)cc1
4,25,0,7,-19,-6,10,7,O=C(CCn1c(=O)c2ccccc2n(CC(=O)Nc2ccc(F)cc2F)c1=O)NCCc1ccccc1
0,-93,-62,-64,-249,1,-5,-46,Cc1ccc(N2CCO[C@@H]3CN(Cc4cccc(C)n4)CC[C@@H]3C2)nn1
5,-13,8,21,4,-1,2,1,O=C(CC1CCN(S(=O)(=O)c2ccc(Cl)cc2)CC1)NCc1cccc(F)c1
3,-42,3,2,4,2,-1,8,Cc1nc(C2CCN(CC3CCCCC3)CC2)n[nH]1
-1,-51,-2,·,-63,0,-2,-1,COc1cccc(N2CCN(C(=O)Cn3c(=O)[nH]c4ccccc4c3=O)CC2)c1
-1,-222,-15,-15,12,-4,-5,6,CC(C)(C)c1cc2nc3c(c(=O)n2[nH]1)CN(Cc1ccnc(N2CCSCC2)n1)CC3
-4,0,-5,-12,-8,-3,-2,-9,Cc1ccc(F)cc1NC(=O)c1cc(C2CC2)n2nccc2n1
-1,-13,-5,-10,-18,-4,-2,-10,CN1CCN(c2cc(-c3ccncc3)nc(-c3ccccn3)n2)CC1
2,0,7,12,23,4,5,10,O=C(NC1CCCCCC1)c1cnn2c3c(cnc12)CCCCCC3
0,13,-6,0,5,-2,0,-3,Cc1cc(C)nc(N2CCN(c3nc(C)nc4c3oc3ccccc34)CC2)n1
-1,6,-5,-5,-49,-2,-5,-2,COc1ccccc1CNC(=O)CN1C(=O)[C@H]2CCCN2c2ncccc21
3,14,-142,1,-21,-1,-7,2,CNC(=O)[C@H]1C[C@@H]2CN(C(=O)c3ccc(O)cc3)C(C)[C@H]1N2C (stereo partly drawn)
1,-6,-8,1,-2,1,0,-1,O=C(c1ccccc1)N1CCCCC1c1nncn1CC1CC1 (stereo not drawn)
1,3,-1,-7,-20,0,-2,-4,COc1ccc(CC(=O)NCC(c2ccc3c(c2)CCN3C)N2CCCC2)cc1 (stereo not drawn)
4,5,-5,0,0,-1,-1,-10,CC(=O)Nc1cccc(N2CC(C(=O)Nc3ccc(C)cn3)CC2=O)c1 (stereo not drawn)
0,-278,-1,-40,7,3,0,2,Cn1nc(Cn2ccnc2)c2c1CN(C(=O)c1ccccc1F)C2
2,5,11,12,16,5,0,14,CN1CCC2(Cc3ccccc3CN(C(=O)Cc3cccc(Cl)c3)C2)C1 (stereo not drawn)
5,17,7,15,3,-2,-4,9,O=c1[nH]c2c(-c3ccccn3)nsc2c(=O)n1Cc1cccnc1
4,2,-22,-17,-40,-3,-4,-18,Cc1cc(C)nc(Nc2cncc(C3CCCN(C(=O)c4cccnc4)C3)n2)n1 (stereo not drawn)
11,-8,3,0,1,2,0,2,O=C(Cc1ccccn1)Nc1ccc(C2CCc3nncn3C2)cc1 (stereo not drawn)
14,-48,16,7,31*,-1,3,15,COCCN1C(=O)C[C@@H]2[C@H]1CCN2C(=O)c1cncc(C)c1
2,-3,-1,-3,0,-1,-2,-4,O=C(C1CCCN(S(=O)(=O)c2ccccc2)C1)N1CCN(CCc2ccccn2)CC1 (stereo not drawn)

Reprinted at random: 2 compounds from above.
USP7 inh,USP8 block,USP28 block,USP17 block,USP30 inh,UCHL1 inh,USP10 inh,OTUD3 inh,mol
1,-6,-8,1,-2,1,0,-1,O=C(c1ccccc1)N1CCCCC1c1nncn1CC1CC1 (stereo not drawn)
0,-278,-1,-40,7,3,0,2,Cn1nc(Cn2ccnc2)c2c1CN(C(=O)c1ccccc1F)C2

Next part.
USP7 inh,USP8 block,USP28 block,USP17 block,USP30 inh,UCHL1 inh,USP10 inh,OTUD3 inh,mol
-1,-6,-4,0,-4,-3,0,-3,CNc1cc(C2CCCN2C(=O)C(C)(C)n2cncn2)nc(C)n1 (stereo not drawn)
3,-17,4,0,12,0,1,6,O=S(=O)(C1CC1)N1CCc2[nH]nc(-c3ccccc3)c2C1
1,-5,-9,-5,-4,-5,0,-1,Cn1ccnc1C(=O)NCc1cc(=O)n2c(n1)CNCCC2
10,29,8,70*,12,4,29,7,COc1ccc(C)cc1NC(=O)C1CC(=O)Nc2nc3ccccc3n21 (stereo not drawn)
8,-6,13,6,11,3,1,8,N#Cc1cccc(CN2CCC3(CC2)Cc2ccccc2CNC3=O)c1
18,44*,7,15,27,7,15,7,Cc1ccc(-n2nnnc2-c2cnc3cc(Cl)ccc3c2N)cc1
1,7,-17,-38,-58,2,2,-10,Cc1ccc(-n2ncc3c(NCc4ccco4)ncnc32)cc1Cl
2,2,-4,10,8,0,2,-10,Cc1noc(C)c1C(=O)Nc1cccc(-c2nc3ccccc3[nH]2)c1
-2,-11,-10,-8,0,1,8,0,Cc1cccc(C)c1NC(=O)COc1ccccc1-c1nnc(-c2ccccc2)o1
